Compound activity: PubChem, several laboratories
West Nile antiviral = West Nile virus antiviral activity, cell-based, CPE readout (AID 1621); 290,000 tested, 0.02% active; CPE inhibition, % at 10 µM, or IC50 in µM where a hit was titrated; West Nile virus-infected cells, CPE inhibition; higher % means a stronger effect; in the data active means a potency from the dose series; inconclusive means CPE inhibition mostly from about 3.7% at the one dose, without a potency; inactive means the rest, 99 in 100 with CPE inhibition below about 2.2%; further: strong numbers were not always called active
SV40 large T antigen = TAg ATPase/helicase activity blockers – biochemical (AID 1903); one-dose inhibition, % at 20 µM; IC50 in µM for titrated hits; 310,000 tested, 0.39% active; SV40 large T antigen ATPase/helicase inhibition assay; higher % means a stronger effect; in the data active means a potency from the dose series; inconclusive means inhibition mostly from about 32% at the one dose, without a potency; inactive means the rest, 99 in 100 with inhibition below about 32%; further: strong numbers were not always called active
UTI89 phage lysis = protection from phage-mediated lysis, alamar blue read-out – E. coli UTI89, K1F phage, bacterial capsule biogenesis inhibitors (AID 488966) | E. coli UTI89 K1F phage lysis, alamar blue, 2 h; higher % means a stronger effect | inhibition, % at 100 µM; hits with a dose series show IC50 in µM | 340,000 tested, 0.02% active;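 active means phage lysis inhibition, versus mean bacterial control, above a set limit; inconclusive means no clear call, values can overlap the other calls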;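 further: capsule biogenesis inhibitors block K1F phage lysis so surviving cells raise fluorescence; higher fluorescence means more inhibition of phage lysis; actives were called in the ten point dose series up to 300 µM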
CSM14.1 death rescue = rescue of cells from ER stress-induced death, primary screen, 384-well, CSM14.1, thapsigargin, ATP luminescence (AID 1222); CSM14.1 thapsigargin-induced death rescue, ATP luminescence; higher % means a stronger effect; 190,000 tested, under 10 active; one-dose cellular ATP content (survival), % at 20 µM; EC50 in µM for titrated hits;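 active means EC50 below 50 µM in the dose-response confirmation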;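 further: death triggered by thapsigargin at about 15 µM added after 2 h compound pretreatment; cell ATP read after overnight thapsigargin exposure of roughly 18 to 22 hours; normalized against plate controls of thapsigargin alone and 5% DMSO vehicle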
RSV CPE inhibition = RSV antiviral activity via CPE protection, HEp-2 cells, primary 10 µM value included (AID 2391); HEp-2 cells, RSV-induced CPE inhibition; higher % means a stronger effect; CPE inhibition, % at 10 µM; hits with a dose series show IC50 in µM; 310,000 tested, 0.13% active; in the data active means a potency from the dose series; inconclusive means CPE inhibition mostly from about 23% at the one dose, without a potency; inactive means the rest, 99 in 100 with CPE inhibition below about 21%; further: strong numbers were not always called active
Dengue-2 NS5 capping = Dengue-2 NS5 methyltransferase inhibitors, primary screen, biochemical, confirmation dose response (AID 588689); 340,000 tested, 0.3% active; Dengue-2 NS5 methyltransferase capping enzyme assay, biochemical; higher % means a stronger effect; one-dose inhibition, % at 25 µM; IC50 in µM for titrated hits; in the data active means a potency from the dose series; inconclusive means inhibition above about 29% without an active follow-up result
XIAP displacement = small molecules displacing peptide from XIAP – biochemical, IAP family, fluorescence polarization (AID 1018); XIAP BIR domain, fluorescence polarization peptide displacement; higher % means a stronger effect; displacement, % at 20 µM, or IC50 in µM where a hit was titrated; 200,000 tested, 0.007% active; in the data active means displacement above about 50%; further: a part of the inactive calls stands beside numbers as strong as those of hits
WT yeast gro inh = growth inhibition of WT yeast, mitochondrial fusion screen; mitochondrial fusion phenotypic screen, WT strain; inhibition, % at 10 µM; AID 1362; 190,000 tested, 2.1% active; in the data active means inhibition above about 58%; tested in S. cerevisiae
Yfh1-depleted yeast = mitochondrial function rescue without frataxin homolog – Friedreich's ataxia, plus single-dose screen, dose response (AID 1465); 220,000 tested, 0.074% active; one-dose fold induction at 50 µM; EC50 in µM for titrated hits; S. cerevisiae Yfh1-off respiration, WST-1 reduction, 72 h; higher fold induction means a stronger effect;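 active means fold induction of absorbance versus untreated yeast above a set limit, then at least 30% activation at any dose in follow-up; inconclusive means repeats straddling the limit, or above it without dose testing; inactive means fold induction below the set limit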;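 further: activators that raise dye reduction in frataxin-depleted yeast; strong numbers were not always called active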
WT yeast gro inh mutant strain = also measured in WT yeast gro inh; calls as there; inhibition, %; mitochondrial fusion phenotypic screen, mutant strain inhibition
Dengue-2 NS5 capping pilot replicate = second read-out of Dengue-2 NS5 capping, no call of its own (marks repeat the call); inhibition, %; measured here: pilot screen replicate inhibition
An asterisk follows results filed as active; i = inactive; ? = inconclusive; . = no result given; [ ] = another dose, or the depositor's remark.

SMILES	West Nile antiviral	SV40 large T antigen	UTI89 phage lysis	CSM14.1 death rescue	RSV CPE inhibition	Dengue-2 NS5 capping	XIAP displacement	WT yeast gro inh	WT yeast gro inh mutant strain	Yfh1-depleted yeast	others
CCOc1cc(/C=N/NC(=O)C(C)Sc2ccccc2)ccc1O (stereo unspecified)	-0.9%	?	-0.4%	-1.0%	2.9%	-2%	1.1%	14	1	i
COc1ccc(OCc2nnc(SCC(=O)Nc3ccccc3F)o2)cc1	-0.2%	17%	1.1%	.	0.5%	-4%	.	.	.	.
CN1CCCC(OC(=O)CCCC(=O)OC2CCCN(C)C2)C1 (stereo unspecified)	0.7%	-7%	1.3%	0.2%	0.4%	1%	-8.5%	11	3	i
O=Cc1cnc(N2CCN(Cc3ccccc3)CC2)s1	0.2%	4%	0.5%	-0.8%	1.0%	-2%	-7.7%	-2	6	i
CCc1ccc(Nc2n[n+](-c3ccccc3)c(-c3cccc(Cl)c3Cl)s2)cc1	.	8%	2.2%	.	6.7%	-10%	.	.	.	.
CC(=O)Nc1ccc(-c2nnn(CC(=O)c3ccccc3)n2)cc1Cl	0.2%	7%	-0.8%	12%	-0.2%	-3%	-0.1%	-8	2	i
Cc1ccccc1NC(=O)CSc1nnnn1C	0.1%	5%	0.7%	-0.6%	0.3%	-6%	-13%	5	20	i
Cc1ccc(Sc2c(C)nn(C(=O)CNS(=O)(=O)c3ccc(F)cc3)c2C)cc1	-0.2%	25%	2.7%[50 µM]	0.1%	1.6%	-4%	-7.8%	-5	-16	i
CCc1ccccc1NC(=O)Cc1cn(C)c2ccccc12	-1.0%	21%	0.0%	0.1%	1.6%	1%	-5.3%	4	4	i
COc1ccc(/C=C/CN2CCN(CCc3ccccc3)C(CCO)C2)cc1 (stereo unspecified)	-1.2%	6%	0.3%	0.5%	2.1%	-3%	-5.5%	30	36	i
Cc1ccc2cccc(OCC(=O)N3CCc4ccccc43)c2n1	-0.5%	6%	0.4%	-1.5%	2.7%	2%	1.6%	-2	6	i
OC(CN1CCOCC1)Cn1cnc2ccccc21 (stereo unspecified)	0.0%	6%	0.1%	.	1.5%	-1%	.	.	.	.
CCOc1ccccc1Oc1ccc(C(F)(F)F)cn1	1.3%	5%	1.1%	-1.9%	-0.4%	-3%	-5.9%	-12	-5	i
COc1ccc(NC(=O)Cn2c(=O)n(CC3CCCO3)c(=O)c3cc(OC)c(OC)cc32)c(OC)c1 (stereo unspecified)	-0.3%	.	-1.3%	.	0.5%	3%	.	.	.	.
CCOC(=O)C1=C(C)N=c2s/c(=C/c3ccc(OCC(=O)O)cc3)c(=O)n2C1c1ccc(SC)cc1 (stereo unspecified)	1.1%	5%	-2.1%	.	?	12%	.	.	.	.
Cc1c(C(=O)N2CCCCC2)c(S(=O)(=O)NCCc2ccc(S(N)(=O)=O)cc2)c(C)n1C	0.4%	12%	0.3%	.	0.7%	-10%	.	.	.	.
Cc1c(C(=O)OC(C)C)sc(N)c1C(=O)OC(C)C	-0.1%	-13%	0.8%[50 µM]	-2.5%	4.0%	3%	-62%	-13	0	i
O=C(c1cc(-c2ccncc2)nc2ccc(Br)cc12)N1CCN(c2ccccn2)CC1	1.7%	1%	-0.2%	-0.9%	2.8%	.	-1.7%	19	4	i
CC1=C(C(=O)N(C)C)C(c2ccc(C)s2)NC(=S)N1 (stereo unspecified)	0.1%	-9%	-0.3%	-1.3%	0.7%	17%	-5.7%	6	4	i
CC(Oc1ccc2c(c1)oc(=O)c1ccccc12)C(=O)NCCCN1CCOCC1 (stereo unspecified)	-0.1%	4%	-0.1%	.	0.7%	-6%	.	.	.	.
COc1ccc(C(=O)C(C)[n+]2ccc(C)c3ccccc32)cc1[N+](=O)[O-] (stereo unspecified)	-0.1%	6%	0.1%	.	0.7%	?	.	.	.	.
C/C(=N\O)C1(C)N(O)C(C)(C)C(c2ccc(Br)cc2)=[N+]1[O-] (stereo unspecified)	?	2%	0.3%	0.5%	0.9%	-10%	-3.3%	6	-9	i	Dengue-2 NS5 capping pilot replicate=0.0
COC(=O)C1=C(O)/C(=C\c2ccc(OCC(=O)Nc3ccccc3OC)cc2)N=C1C	0.1%	-4%	0.1%	.	0.0%	-6%	.	.	.	.
CCOc1ccc(CSCCNC(=S)Nc2ccc(OC)cc2)cc1	-1.5%	19%	-0.7%	.	12%	-7%	.	.	.	i
O=C(O)Cn1cc(C(=O)C2CC2)c2ccccc21	0.3%	-3%	0.5%	-1.0%	1.3%	-2%	-4.1%	-8	-28	i
CCCCC/C(=N\NC(=O)CCC(=O)NCc1ccccc1)c1ccccc1	-0.8%	-1%	?	-3.2%	7.0%	-1%	-2.8%	-7	-9	i
O=c1cc(CN2CCN(c3ccc(F)cc3)CC2)nc2sccn12	0.2%	2%	1.5%	.	2.9%	10%	-4.1%	15	16	i
Cc1cccc(-n2cnc3c(sc4nc(N5CCOCC5)c5c(c43)CCCC5)c2=O)c1	-0.2%	11%	0.6%	.	?	-4%	.	.	.	i
O=C(OCC(=O)N1CCCC1=O)c1cccc(S(=O)(=O)N2CCOCC2)c1	1.2%	2%	1.5%	.	1.0%	-11%	.	.	.	.
Cn1c(CCNC(=O)c2ccc(F)cc2)nc2ccccc21	-0.5%	4%	0.5%	-1.5%	2.2%	-6%	-2.7%	7	-2	i
CCCC/S(C)=N/S(=O)(=O)c1ccc(C)cc1 (stereo unspecified)	0.1%	18%	1.2%[50 µM]	-1.0%	3.2%	0%	-0.7%	5	-2	i
N[C@@H](Cc1ccc(O)cc1)c1nnc([C@H](CO)NC(=O)C2CCNCC2)o1	0.5%	6%	0.7%	-1.7%	2.7%	-6%	-1.5%	-4	7	i
CC1=CCC(C(=O)O)C(C(=O)O)C1 (stereo unspecified)	-0.3%	1%	-4.1%	-2.4%	1.5%	-2%	-2.8%	-5	-3	i
O=C(c1ccc(OC2CCN(C/C=C/c3ccc(F)cc3)CC2)cc1)N1CCCC1	-0.5%	6%	1.5%	.	-0.8%	-8%	.	.	.	.
Cc1ccc2cc(CN(Cc3ccc(F)cc3)Cc3nnnn3C3CCCC3)c(=O)[nH]c2c1	-0.5%	6%	4.2%	.	1.4%	-1%	-4.1%	37	-26	i
CCOc1ccccc1NC(=O)NC1CC2CCCC(C1)N2Cc1nnnn1CCc1ccccc1 (stereo unspecified)	0.1%	4%	0.9%	1.8%	1.3%	-13%	-15%	0	2	i
COc1ccc(CNC(=O)CSc2cc(=O)n(C)c3ccccc23)cc1	0.7%	10%	0.0%	-1.4%	0.2%	-1%	-1.4%	-11	11	i
COc1cc2c(cc1OC)C(C(=O)NCC1COc3ccccc3O1)C(c1cccnc1)N(C)C2=O (stereo unspecified)	-0.4%	0%	.	-3.0%	1.1%	.	-5.7%	9	16	i
CN(C(=O)c1ccc(Br)o1)C1CCCCC1	-0.1%	7%	0.1%	.	0.8%	2%	.	.	.	.
Cc1cc(Cl)cc2c1NC(=O)[C@]21[C@@H]2C(=O)N(Cc3ccccc3)C(=O)[C@@H]2[C@@H]2CCCN21	-0.1%	9%	0.1%	-0.5%	7.2%	-12%	-2.6%	20	13	i
Cc1cc(CN2CCCC(C(=O)Nc3ccc(-c4nc5ccccc5[nH]4)cc3)C2)n[nH]1 (stereo unspecified)	-0.1%	1%	0.6%[50 µM]	.	0.1%	-6%	.	.	.	.
Cc1ccccc1COC[C@H](CC(C)C)N1CCN(C(=O)c2cccc(C(F)(F)F)c2)CCC1=O	-1.4%	-1%	2.3%	0.4%	1.5%	-7%	-7.4%	17	-17	i
C=CCc1cccc(/C=N/NC(=O)C[n+]2ccccc2)c1O	0.0%	7%	0.0%[50 µM]	.	3.0%	-5%	.	.	.	.
CCN(CC)CC(O)Cn1c(-c2cccc(Cl)c2)nc2cc(C)c(C)cc21 (stereo unspecified)	-0.4%	13%	0.6%	.	0.7%	-4%	.	.	.	i
Cn1nnnc1SCC(=O)Nc1c(Cl)cccc1Cl	.	10%	0.8%	1.6%	1.4%	-3%	-1.9%	-5	-3	.

For convenience, three of the compounds above:
SMILES	West Nile antiviral	SV40 large T antigen	UTI89 phage lysis	CSM14.1 death rescue	RSV CPE inhibition	Dengue-2 NS5 capping	XIAP displacement	WT yeast gro inh	WT yeast gro inh mutant strain	Yfh1-depleted yeast	others
CCOc1cc(/C=N/NC(=O)C(C)Sc2ccccc2)ccc1O (stereo unspecified)	-0.9%	?	-0.4%	-1.0%	2.9%	-2%	1.1%	14	1	i
COc1ccc(OCc2nnc(SCC(=O)Nc3ccccc3F)o2)cc1	-0.2%	17%	1.1%	.	0.5%	-4%	.	.	.	.
CN1CCCC(OC(=O)CCCC(=O)OC2CCCN(C)C2)C1 (stereo unspecified)	0.7%	-7%	1.3%	0.2%	0.4%	1%	-8.5%	11	3	i

(listing goes on)
SMILES	West Nile antiviral	SV40 large T antigen	UTI89 phage lysis	CSM14.1 death rescue	RSV CPE inhibition	Dengue-2 NS5 capping	XIAP displacement	WT yeast gro inh	WT yeast gro inh mutant strain	Yfh1-depleted yeast	others
Cc1cc(OCCCCCn2ccnc2)cc(C)c1Cl	-1.3%	3%	2.5%	-0.6%	8.6%	-2%	-9.5%	47	61	i
CC1CCc2cc(F)ccc2N1C(=O)C1(C)CC1(Cl)Cl (stereo unspecified)	-0.5%	-4%	2.3%	-4.1%	-2.0%	1%	-5.9%	19	5	i
Cc1ccc2c(c1)C(c1ccccc1)N(C(=O)c1ccccc1)CC(=O)N2 (stereo unspecified)	-1.6%	-5%	-0.1%	.	2.0%	-1%	.	.	.	.
CCOc1ccc(OCc2ccc(C(=O)NN)o2)cc1	0.0%	10%	2.0%	.	.	-4%	.	.	.	i
Cn1c(=O)c(-[n+]2ccccc2)c([O-])c2ccccc21	0.1%	8%	0.2%	-0.8%	2.2%	3%	-4.7%	-2	-3	i
O=C1CC(c2ccccc2)Cc2nc(NC3CC3)ncc21 (stereo unspecified)	0.6%	13%	0.5%	3.7%	2.6%	2%	-2.6%	-9	4	i
O=C(CC(=O)c1ccccc1O)c1cccc(F)c1	-0.3%	15%	-4.2%[50 µM]	0.0%	5.8%	-8%	-3.2%	53	76	i
COc1ccc(NC(=O)CSc2nnc(CNC(=O)COc3ccc(Cl)cc3)o2)cc1	-0.1%	5%	0.4%	-0.6%	1.8%	.	-6.7%	0	1	i
CCNc1nc(NCC)n2c(SCC(=O)Nc3ccccc3F)nnc2n1	.	6%	1.2%[50 µM]	.	0.4%	6%	.	.	.	.
CCCn1c(=S)[nH]c2cc(Cl)ccc21	0.0%	-11%	-0.5%[50 µM]	.	?	2%	.	.	.	i
COc1ccccc1OCCNC(=O)C(c1ccccc1)c1ccccc1	0.4%	6%	2.6%	.	1.1%	2%	.	.	.	i
